Screening results (PubChem BioAssay)
PvdQ acylase: P. aeruginosa PvdQ acylase inhibition | purified PvdQ acylase, fluorescence plate reader | inhibition, % at 10 µM | actives 0.063% (n = 340,000) | AID 488965; in the data active = inhibition above about 30%, passing the limit was not always enough; inconclusive = no clear call, values can overlap the other calls;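 note: 0% = vehicle neutral wells and 100% = reference inhibitor wells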
CDK5 inh: CDK5/p35 (human) kinase inhibition; Q00535+Q15078; Recombinant CDK5/p35, ADP-Glo luminescence, 60 min; inhibition, % at 10 µM; actives 0.01% (n = 330,000); AID 488839;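 active = highest replicate inhibition of at least 50% and at least 75% of replicates reaching 50%; inconclusive = only one of the two criteria met; inactive = both criteria failed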;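 note: plate controls were DMSO neutral control for no effect and GW8510 at 10 µM for full effect; many of its hits are not listed in these tables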
Target sequence (Q00535 whole entry, looked up): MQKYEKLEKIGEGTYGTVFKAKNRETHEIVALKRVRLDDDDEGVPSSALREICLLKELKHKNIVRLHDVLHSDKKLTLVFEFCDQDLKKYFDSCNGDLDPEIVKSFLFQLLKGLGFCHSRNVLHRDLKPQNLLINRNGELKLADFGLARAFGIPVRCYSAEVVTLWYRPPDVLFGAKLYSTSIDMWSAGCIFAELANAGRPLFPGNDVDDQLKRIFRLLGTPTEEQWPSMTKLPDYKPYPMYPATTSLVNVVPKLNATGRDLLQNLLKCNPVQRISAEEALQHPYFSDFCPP
Target sequence (Q15078 whole entry, looked up): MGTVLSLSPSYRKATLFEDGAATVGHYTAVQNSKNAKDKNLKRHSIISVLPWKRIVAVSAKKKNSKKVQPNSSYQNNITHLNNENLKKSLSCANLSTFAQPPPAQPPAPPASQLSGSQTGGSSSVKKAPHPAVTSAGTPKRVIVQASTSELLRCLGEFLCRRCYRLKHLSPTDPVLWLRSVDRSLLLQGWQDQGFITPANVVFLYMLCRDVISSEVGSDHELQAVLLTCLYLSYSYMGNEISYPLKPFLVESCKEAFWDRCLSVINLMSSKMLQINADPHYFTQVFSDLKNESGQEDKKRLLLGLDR
cardiac RTF act: cardiac RTF calcium sensitization | P19429+P45379 | IANBD-labeled TnC RTF fluorescence at EC20 calcium; 0% EC20 calcium, 100% full calcium | activation, % at 7.2 µM | actives 0.24% (n = 340,000);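 active = activation above the mean over all tested compounds plus 3 SD, cut at about 30% in these data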;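 note: rise in fluorescence read as greater calcium sensitivity of cardiac thin filaments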
SR-BI HDL uptake: blocks mouse SR-BI lipid uptake from DiI-HDL | actives 0.96% (n = 320,000) | inhibition, % at 12.5 µM | AID 488896 | ldlA[mSR-BI] CHO cells, DiI-HDL uptake fluorescence, 3 h;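 active = mean replicate inhibition of at least 70% and a set share of replicates each scoring 70 or more; inconclusive = meets just one of the two criteria; inactive = fails both criteria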;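 note: 0% = median of neutral control wells and 100% = median of positive control wells; values of inactives mirror those of a sister screen read the other way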
dFosB activator: activators of mouse delta FosB homodimer | P13346 | purified delta FosB, TAMRA-CDK5 oligo fluorescence polarization; percent of positive-control signal above neutral wells | activation, % at 25 µM | actives 0.99% (n = 340,000) | AID 493131;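 active = mean activation above about 17%, with every replicate also reaching it, limit read from the data, passing the limit was not always enough; inconclusive = only one of the two conditions met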;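 note: fluorescence polarization rise as delta FosB binds a TAMRA Cdk5 AP-1 oligo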
Wnt act: activators of Wnt/beta-catenin signaling | Wnt/beta-catenin reporter cell assay, activator, plate reader | activation, % at 9.35 µM | actives 1.2% (n = 300,000) | AID 743398; in the data active = activation above about 30%, passing the limit was not always enough; inconclusive = no clear call, values can overlap the other calls;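 note: 0% = neutral control wells and 100% = positive control wells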
HTR5A ag: HTR5A agonism, opioid heterodimer counter-screen | P47898 | HTR5A agonist assay, luminescence, cell-based | activation, % at 9.3 µM | actives 0.61% (n = 340,000); in the data active = activation mostly above about 9.5%, no sharp cut-off; inactive = mostly below about 7.6%;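 note: 0% = cells with vehicle only and 100% = reference agonist; strong numbers were not always called active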
SR-BI uptake up: SR-BI HDL lipid transfer activation | CHO ldlA[mSR-BI] cells, DiI-HDL uptake fluorescence, 3 h; 100 = double the neutral-control signal | activation, % at 12.5 µM | actives 0.096% (n = 320,000) | AID 504775;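 active = mean replicate activation of at least 60% and every replicate at or above 60%; inconclusive = mean or all-replicate condition met, but not both; inactive = mean below 60% and not all replicates reaching 60%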;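 note: 0% = median plate neutral-control signal and 100% = twice that signal; values of inactives mirror those of a sister screen read the other way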
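Test system: SR-BI-overexpressing, LDLR-lacking CHO cells. Measured by: DiI fluorescence, bottom read. Medium: Ham's F12 with 0.5% BSA, HEPES 25 mM, pH 7.4. Timing: 3 h uptake period with compound, 37 °C.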
Rtt109 Vps75: C. albicans Rtt109 histone acetyltransferase inhibition; inhibition, % at 34.9 µM; actives 0.16% (n = 330,000); Q5AAJ8; purified Rtt109/Vps75, ThioGlo CoA-SH fluorescence, 4 h; AID 540336;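 active = inhibition of at least 50% in every replicate; inconclusive = best replicate reaches 50% inhibition but some replicates fall short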
Target sequence (Q5AAJ8 whole entry, looked up): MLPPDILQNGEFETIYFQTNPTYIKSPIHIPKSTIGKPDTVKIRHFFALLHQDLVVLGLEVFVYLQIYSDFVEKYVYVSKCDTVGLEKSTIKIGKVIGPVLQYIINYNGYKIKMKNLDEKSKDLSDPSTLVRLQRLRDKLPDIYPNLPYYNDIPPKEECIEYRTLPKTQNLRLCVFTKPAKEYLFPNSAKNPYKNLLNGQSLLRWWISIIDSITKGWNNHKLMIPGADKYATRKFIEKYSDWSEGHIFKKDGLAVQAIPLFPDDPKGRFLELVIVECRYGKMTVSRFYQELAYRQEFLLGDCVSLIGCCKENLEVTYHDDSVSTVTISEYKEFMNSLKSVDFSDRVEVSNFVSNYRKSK
MITF act: activators of MITF-driven TRPM1 promoter activity in SK-MEL-5 cells | SK-MEL-5 TRPM1-promoter luciferase, 24 h; % of positive control, neutral wells = 0 | activation, % at 12.5 µM | actives 0.75% (n = 300,000) | AID 588334;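 active = mean activation of at least 80% with every replicate also reaching 80%; inconclusive = mean reaches 80% but some replicate falls short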;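 note: 0% = neutral control wells and 100% = parthenolide positive control wells; values of inactives mirror those of a sister screen read the other way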
* marks the source's active call; other numbers are inactive results; ? = inconclusive; nt = no result given.

SMILES	PvdQ acylase	CDK5 inh	cardiac RTF act	SR-BI HDL uptake	dFosB activator	Wnt act	HTR5A ag	SR-BI uptake up	Rtt109 Vps75	MITF act
O=C(c1cccs1)N1CCC(C(=O)N2CCN(Cc3ccc4c(c3)OCO4)CC2)CC1	-15	3.0	-4	4	-1	-3	-1	-4	nt	-5
CCN1CCN(S(=O)(=O)c2ccc(S(=O)(=O)N(CC)Cc3ccccc3)cc2)CC1	-11	-0.7	4	-17	-4	-6	1	17	1	-7
Cc1c(C(=O)N2CCCC2)c(S(=O)(=O)NCCc2ccccc2)c(C)n1C	-8	-7.9	0	-9	4	1	-2	9	-1	0
COCCN(Cc1cc2cc3c(cc2nc1Cl)OCO3)C(C)=O	-6	-0.6	-3	2	-8	2	0	-2	2	-3
CC(C)c1[nH]nc2c1C1(CCN(Cc3ccccc3)CC1)C(C#N)=C(N)O2	-12	-0.7	6	-33	-12	nt	-4	33	7	nt
CN(c1ccccc1)S(=O)(=O)c1ccc(Cl)c(C(=O)NCCc2c[nH]c3ccccc23)c1	-4	1.4	-3	32	-6	0	5	-32	2	-6
Cc1ccc(NC(=O)NC2=NN(c3ccccc3)C(=O)/C2=C2/CCCN2C)cc1	-9	-2.3	-1	-6	-4	-1	-4	6	-9	5
CCc1nc2cc(Cl)c(Cl)cc2nc1CC	14	-0.9	4	3	1	25	-3	-3	-9	nt
CCCN(CC(=O)Nc1ccccc1OC)C(=O)C1CCCC1	-13	0.5	3	6	-5	-2	-1	-6	-5	5
CCc1c(C(=O)N/N=C/c2ccsc2)csc1C	-13	-0.9	1	-13	-5	nt	-5	13	2	9
Cn1c(O)c(N=NC(=O)Cn2ccc(C(F)(F)F)n2)c2ccccc21	-2	-7.6	6	6	-6	-3	-3	-6	-1	6
COc1ccc(CNC(=O)C2CCC(=O)N(CCCN3CCCC3=O)C2)c(OC)c1 (stereo unspecified)	-13	0.2	-1	-12	9	0	3	12	-17	-2
Cc1ccccc1NC(=O)CCc1nnc2ccc(N3CCC4(CC3)OCCO4)nn12	-11	-4.7	3	-7	-3	-1	-1	7	3	-2
Cc1cc(C(=O)O)cc(S(=O)(=O)Nc2ccccc2C(=O)NC2CC2)c1C	-4	-0.7	-4	-25	3	0	-1	25	-3	1
CC(C)N(CCNC(=O)C1CCCN(c2ncnc3c2nc2n3CCCCC2)C1)Cc1ccccc1 (stereo unspecified)	-5	-0.6	-3	-9	-3	-1	2	9	-9	14
CCOc1cc(S(=O)(=O)Nc2ccc(CC)cc2)ccc1Cl	-4	-1.0	-5	-19	-9	-10	6	19	35	1
COc1ccc(C(C(=O)NCC2CCCO2)N(C(=O)CNC(=O)c2cccs2)c2ccccc2C)cc1OC (stereo unspecified)	-11	0.5	3	6	-3	-5	2	-6	-2	4
CC(=O)C1=C(O)CC(C)(C)CC1=NCc1nc2ccccc2[nH]1	1	-0.2	7	-17	-3	-1	1	17	-4	-12
CC(C)Nc1ccc(C(CC(N)=O)NC(=O)Cc2ccc(Cl)cc2)cc1[N+](=O)[O-] (stereo unspecified)	-12	0.6	1	-42	-1	-4	-4	42	4	47
COc1ccc(C2OCC3(CO2)SC(N)=NC3=O)cc1 (stereo unspecified)	-15	-1.2	1	nt	-2	-1	-4	nt	1	18
O=C(CSc1nc(-c2ccc(F)cc2)cs1)NCCN1C(=O)CSC1=O	-7	0.9	-1	nt	-7	19	-1	nt	0	18
CCOC(=O)Cc1csc(NC(=O)CN(C)S(=O)(=O)c2ccc3c(c2)CCC(=O)N3)n1	-15	0.4	-2	0	-8	-3	4	0	-9	-13
O=C(CN1CCOCC1)Nc1ccc(C2CCCCC2)cc1	-2	-1.6	-8	-1	-7	31*	5	1	-7	42
CCN(CC(=O)NC(C)(C)C)Cc1nc2c(Br)cc(Br)cc2c(=O)[nH]1	3	0.6	-4	nt	-9	-4	1	nt	33	9
CC(=O)Nc1ccc(NC(=O)c2c(C)nn(Cc3ccccc3Cl)c2C)cc1	3	-2.0	4	nt	-11	-6	5	nt	-2	1
c1ccc(C2=Nn3c(nnc3-c3ccccn3)SC2)cc1	-15	1.7	2	8	-4	-5	5	-8	-5	2
O=C(Nc1cc(=O)c2ccccc2o1)N1CCOCC1	7	0.3	-4	-29	-1	nt	-2	29	6	nt
O=C(Nc1cccc2c1CCCC2)c1ccccc1Br	-20	0.3	1	-1	4	0	2	1	-1	9
O=C(CSc1ncnc2ccccc12)Nc1ccc2c(c1)OCCO2	2	-2.1	-1	-21	-7	0	2	21	-11	16
CCC1COC(c2cccn2Cc2ccccc2Cl)=N1 (stereo unspecified)	-14	-0.4	-2	-14	2	-2	-1	14	-3	0

2 compounds from above, showing only dFosB activator:
SMILES,dFosB activator
O=C(CSc1ncnc2ccccc12)Nc1ccc2c(c1)OCCO2,-7
CCC1COC(c2cccn2Cc2ccccc2Cl)=N1 (stereo unspecified),2

New compounds follow.
SMILES	PvdQ acylase	CDK5 inh	cardiac RTF act	SR-BI HDL uptake	dFosB activator	Wnt act	HTR5A ag	SR-BI uptake up	Rtt109 Vps75	MITF act
CCc1nc(Sc2nnnn2-c2ccccc2)c2c3c(sc2n1)CCCC3	-4	1.1	-8	15	1	-5	-5	-15	-6	-2
Cc1c(Br)ccc(NC(=O)Cn2nc(-c3cccs3)ccc2=O)c1C	-11	1.3	2	nt	?	-1	-2	nt	-6	nt
OC1(c2cccnc2)CCN(Cc2nnnn2Cc2ccccc2)CC1	-17	-2.0	-2	-21	-4	-2	-3	21	2	-5
CCOC(=O)N1CCN(C(=O)CN(Cc2ccccc2)S(=O)(=O)c2ccc(OC)c(C)c2)CC1	0	-0.6	-1	-2	0	nt	4	2	-6	6
COc1cc(C)ccc1OCc1cc(C(=O)N2CCCCCC2)no1	-28	nt	-5	4	-2	9	6	-4	-2	29
N#Cc1cccc(N=Cc2c(O)ccc3ccccc23)c1	-23	-3.0	12	6	-4	nt	9	-6	-6	-8
COc1cc(C(=O)OCCNC(=O)c2ccccc2)cc(OC)c1OC	-17	0.7	-1	-15	-5	-4	4	15	-8	0
CC12CCC(c3n[nH]c(=S)nc31)C2(C)C (stereo unspecified)	-12	-0.4	-3	-51	-7	nt	-1	51	2	4
CCOc1ccccc1N1CCN(CC(=O)Nc2ccccc2C(=O)NC2CC2)CC1	1	1.1	-1	-16	-6	5	-7	16	5	-11
COc1ccc(C(=O)N/N=C(\C)CC(=O)Nc2ccc(N(C)C)cc2)c(OC)c1	-3	0.0	-1	49	-10	5	0	-49	-5	6
CC1CN(CC(=O)Nc2cc(S(=O)(=O)N3CCCC3)ccc2Cl)CC(C)O1 (stereo unspecified)	-14	-0.1	-3	nt	-13	-5	1	nt	6	0
COc1cc(/C=N\NC(=O)c2c(C)nc3cc(C)ccn23)ccc1O	15	-0.5	1	-7	-2	-6	-8	7	2	-5
Cc1cc(C(=O)Nc2ccc(C(=O)O)cc2)c(C)o1	-6	-7.5	4	-9	-3	1	1	9	0	-7
COc1cccc(CN2CCNC(=O)C2CC(=O)NCCCC2CCCC2)c1OC (stereo unspecified)	1	1.6	-2	6	-1	-1	3	-6	5	-3
Cn1cc([N+](=O)[O-])c(C(=O)N2CCCCCC2)n1	-9	-0.6	2	-18	3	2	1	18	-17	13
Cc1ccc(NC(=O)Nc2ccccc2)nc1	-25	1.2	4	2	0	1	1	-2	0	nt
COc1cc(/C=C2/C(=N)N3C=CSC3=NC2=O)ccc1OCCCOc1cc(C)ccc1C	-8	0.5	-12	38	-17	nt	11	-38	-21	-9
CCOC(=O)C1=C(C)NC(C)=C(C(=O)OCC)C1C(=O)OCC(=O)NC1CCCCC1	10	0.8	0	-29	-14	-7	2	29	-5	-11
O=C(Nc1ccccc1N1CCOCC1)c1ccc(Cl)c(S(=O)(=O)NCc2ccco2)c1	-14	-6.0	-1	18	-7	-2	0	-18	4	10
CC(C)NC(=O)C1CCN(Cc2cnn(-c3ccccc3)c2-n2cccc2)CC1	-11	-0.8	11	-9	-9	0	1	9	-5	-3
Cc1ccc(N(C)S(=O)(=O)c2cccc(C(=O)NCCCN3CCCC3=O)c2)cc1	-1	0.6	-3	-15	-3	-2	1	15	2	nt
O=C1C2C3C=CC(O3)C2C(=O)N1N=Cc1ccc2c(c1)OCO2 (stereo unspecified)	-12	0.8	7	-5	1	3	4	5	-3	26
Clc1ccc2nc(N3CCCCC3)sc2c1	3	-1.0	4	1	-7	16	3	-1	4	66
O=C(NCc1ccco1)c1ccc(COCC(F)(F)C(F)F)cc1	-13	0.4	-3	5	-5	nt	5	-5	-4	10
Cc1nnc(SCC(=O)NC(C)(C)C)n1NCc1c(F)cccc1Cl	-5	0.9	-4	-13	4	3	-1	13	8	16
Cc1ccc2oc(C(=O)Nc3ccc(S(=O)(=O)Nc4onc(C)c4C)cc3)cc(=O)c2c1	-1	1.0	8	-28	-2	-3	2	28	12	10
CC(=O)Nc1cc2c3ccccc3n(C)c2cc1[N+](=O)[O-]	-17	-1.8	-3	10	3	-5	1	-10	-10	-2
CCC(=O)Nc1cccc(NC(=O)CSc2nnc(-c3ccc(NS(C)(=O)=O)cc3)n2CC)c1	-4	0.0	-2	38	3	nt	2	-38	11	6
CCOc1ccc(N2C(=O)/C(=C/c3cc(OC)c(OC)c(OC)c3)N(CC(=O)OC)C2=S)cc1	-12	-2.2	3	34	-13	-2	5	-34	8	1
CCCCOc1ccc(S(=O)(=O)N2CCCCC2)cc1	-18	1.4	2	8	2	1	-2	-8	-1	13
CC/C(C)=C1\SC(N2CCN(C(C)=O)CC2)=NC1=O	-5	0.8	-3	-20	-5	nt	-1	20	10	5
CC(C)c1ccc(NC(=O)c2ccc3c(c2)CCN3S(C)(=O)=O)cc1	-13	-0.8	-1	58	-8	2	4	-58	4	1
Cc1ccccc1COC(=O)CCCC1=NS(=O)(=O)c2ccccc2N1	1	nt	0	-3	-8	4	-2	3	1	6
CCCOc1ccc(C(CC(=O)O)NC(=O)C(c2ccccc2)c2ccccc2)cc1 (stereo unspecified)	-1	-0.9	-5	-17	-1	0	-7	17	2	-9
Cc1ccc(S(=O)(=O)NN2C(=O)c3ccccc3NC2(C)C)cc1	-16	1.2	-5	-6	1	-4	11	6	-1	7
COCC(=O)Nc1nnc(C2CCCCC2)s1	16	-1.6	-2	10	2	3	0	-10	0	15
CC(C)Oc1ccc(C(=O)Nc2ccc3c(c2)n(C)c(=O)n3C)cc1	-9	-2.2	5	53	-11	3	-3	-53	-2	5
Cc1ccccc1NC(=O)CSc1nc2c(c(-c3ccco3)c1C#N)CCCC2	-13	-1.4	10	-2	-4	-3	6	2	-5	-7
O=C(NCc1ccco1)C1CN(S(=O)(=O)c2ccccc2)CCN1S(=O)(=O)c1ccccc1 (stereo unspecified)	-1	-0.2	2	18	-9	nt	-1	-18	2	-2
